NS3 helicase inh: blocks Hepatitis C virus NS3 helicase unwinding; NS3 helicase DNA unwinding, Cy5 molecular beacon fluorescence; inhibition, % at 10.9 µM; hit rate 0.56% among 290,000;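 active = inhibition above the mean of all tested compounds plus 3 SD, set per campaign, cut at about 35% in these data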;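 note: 0% = DMSO wells and 100% = thioflavine S control wells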
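Test system: hepatitis C virus NS3 helicase domain fragment enzyme. Also added: annealed dual-labelled DNA beacon duplex, ATP-started. Timing: 60 min unwinding reaction at 25 °C after ATP addition. Technique: Cy5 fluorescence. Measure: % inhibition of unwinding.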
GPR7 antag: blocks human GPR7 receptor signaling; hit rate 1.1% among 290,000; P48145; inhibition, % at 4.4 µM; GPR7-expressing cells, fluorescence antagonist assay; in the data active = inhibition above about 16%, passing the limit was not always enough;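 note: cells stimulated with the agonist NPW; 0% = agonist with vehicle and 100% = vehicle without agonist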
Target sequence (P48145 whole entry, looked up): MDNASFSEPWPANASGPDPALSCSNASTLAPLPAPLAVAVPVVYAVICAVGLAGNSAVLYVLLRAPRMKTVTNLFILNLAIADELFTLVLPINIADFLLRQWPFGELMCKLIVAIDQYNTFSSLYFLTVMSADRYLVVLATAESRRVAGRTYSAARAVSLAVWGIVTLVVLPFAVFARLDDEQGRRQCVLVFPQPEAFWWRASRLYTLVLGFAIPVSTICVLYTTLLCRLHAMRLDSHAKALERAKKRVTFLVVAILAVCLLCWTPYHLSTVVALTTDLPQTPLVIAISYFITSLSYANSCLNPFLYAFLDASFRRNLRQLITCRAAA
IMP-1 inhibitor: inhibitors of Pseudomonas aeruginosa IMP-1 metallo-beta-lactamase. hit rate 0.45% among 290,000. inhibition, % at 5.6 µM. purified IMP-1, nitrocefin hydrolysis, epi-absorbance fluorescence;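 active = inhibition above the mean plus 3 SD of all compounds in the same screening run, cut at about 4.5% in these data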;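 note: 0% = IMP-1 with DMSO and 100% = DMSO wells lacking enzyme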
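System: purified IMP-1 / Input: IMP-1 dispensed at 0.2 nM / Medium: 50 mM HEPES pH 7.1, 50 µM ZnSO4, 0.05% Brij 35 / Timing: 15 min enzyme–compound preincubation, then 25 min nitrocefin reaction, 25 °C / Technique: plate fluorescence quenching by hydrolysis product, ex 480/em 530 nm / Repeats: singlicate testing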
V1R ag counter: activates human V1a receptor in oxytocin agonist counter-screen | P37288 | CHO-V1R cells, Fluo-8 calcium fluorescence, agonist mode; 0% DMSO, 100% 3 nM vasopressin | activation, % at 3 µM | hit rate 0.25% among 320,000;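 active = activation above the mean activation of all tested compounds plus 3 SD, per screening run, cut at about 20% in these data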;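 note: signal is peak over basal fluorescence ratio across a 100 second FLIPR read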
Target sequence (P37288 whole entry, looked up): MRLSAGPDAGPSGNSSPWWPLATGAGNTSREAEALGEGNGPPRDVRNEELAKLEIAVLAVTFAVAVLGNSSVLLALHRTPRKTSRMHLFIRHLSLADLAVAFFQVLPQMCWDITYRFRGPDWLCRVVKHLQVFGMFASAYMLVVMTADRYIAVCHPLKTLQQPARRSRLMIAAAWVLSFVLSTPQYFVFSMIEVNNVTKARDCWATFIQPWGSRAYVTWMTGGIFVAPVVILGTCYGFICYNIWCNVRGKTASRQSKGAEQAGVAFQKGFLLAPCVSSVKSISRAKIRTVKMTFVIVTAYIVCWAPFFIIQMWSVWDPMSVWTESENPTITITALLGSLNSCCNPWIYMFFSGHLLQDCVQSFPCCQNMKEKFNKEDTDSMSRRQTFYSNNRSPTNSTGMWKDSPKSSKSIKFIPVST
GalR3 antag: antagonists of human GalR3. O60755. HEK293 GalR3-CNG cAMP membrane potential fluorescence; galR3 body fused to GalR1 C-terminus. inhibition, % at 3 µM. hit rate 0.44% among 360,000;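 active = inhibition above the screen-wide average plus 3 SD, cut at about 13% in these data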;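 note: forskolin and galanin both at EC90 stimulate the cells; cAMP rise reported by CNG channel membrane potential dye signal; 0% = forskolin plus galanin with DMSO and 100% = forskolin alone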
VIM-2 inh: blocks Pseudomonas aeruginosa VIM-2 metallo-beta-lactamase; inhibition, % at 5.6 µM; purified VIM-2, nitrocefin hydrolysis, epi-absorbance fluorescence; hit rate 0.89% among 290,000;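 active = inhibition above the mean of all tested compounds plus 3 SD, cutoff set per screening run, cut at about 7.5% in these data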;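 note: red hydrolysis product quenches plate fluorescence so inhibitors raise well fluorescence; 0% = enzyme with DMSO and 100% = DMSO without enzyme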
PHOSPHO1 block: blocks human PHOSPHO1 phosphatase activity; AID 1565; inhibition, % at 13.3 µM; recombinant PHOSPHO1, absorbance phosphatase assay; hit rate 1.1% among 290,000; Q8TCT1; in the data active = inhibition above about 60%
Target sequence (Q8TCT1 whole entry, looked up): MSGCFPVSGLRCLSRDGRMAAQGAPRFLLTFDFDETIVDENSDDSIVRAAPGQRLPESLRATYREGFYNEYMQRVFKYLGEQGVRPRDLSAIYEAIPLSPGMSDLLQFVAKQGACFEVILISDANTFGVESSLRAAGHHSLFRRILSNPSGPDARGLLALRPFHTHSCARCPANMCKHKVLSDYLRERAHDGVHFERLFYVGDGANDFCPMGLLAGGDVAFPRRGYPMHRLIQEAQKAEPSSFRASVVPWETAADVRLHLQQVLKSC
DNA FID counter: fluorescent intercalator displacement, NS3 helicase counter-screen. DNA fluorescent intercalator displacement, fluorescence. inhibition, % at 7.9 µM. hit rate 0.17% among 290,000. AID 1845; in the data active = inhibition above about 37%;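 note: 0% = vehicle and 100% = reference compound; higher means more ethidium bromide displaced from hairpin DNA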
OXTR ag: activates the human oxytocin receptor; CHO-OTR cells, Fluo-8 calcium fluorescence; normalized: DMSO 0%, oxytocin 100%; activation, % at 3 µM; hit rate 0.32% among 320,000; AID 2435;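 active = activation above the mean of all tested compounds plus 3 SD, cutoff set per screening run, cut at about 20% in these data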;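 note: peak over basal fluorescence ratio from a 100 s FLIPR kinetic read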
An asterisk follows results filed as active; . = not tested or not shown; & = joins results of further samples.

SMILES	NS3 helicase inh	GPR7 antag	IMP-1 inhibitor	V1R ag counter	GalR3 antag	VIM-2 inh	PHOSPHO1 block	DNA FID counter	OXTR ag
O=C(O)CCC(=O)N1N=C(c2c(-c3ccccc3)c3cc(Cl)ccc3[nH]c2=O)CC1c1ccco1 (stereo not given)	41*	-8	-2.4	-0.4	0	-4.6	3	-49	-1.6
COC(=O)Cc1c(C)c2ccc(OCc3nn[nH]n3)c(C)c2oc1=O	-7	0	-2.3	1.3	-8	4.5	6	-9	0.5
COc1ccccc1/C=C/CN1CCC(Oc2cc(C(=O)NC3CC3)ccc2OC)CC1	-25	-12	-2.5	2.1	-11	-2.2	65*	14	0.5
O=C(Nc1ncccn1)c1ccc([N+](=O)[O-])cc1	-5	-2	0.7	0.9	-1	-1.3	21	3	0.3
O=C(NCCOc1ccccc1Cl)c1ncn[nH]1	-4	-3	-1.1	0.5	-5	-3.2	-6	10	0.9
CCNC(=S)Nc1ccc(NC(=O)c2ccccc2O)cc1	-1	-6	-2.4	1.3	-5	0.5	-14	-8	1.2
COc1ccc(NC(=O)CCOc2ccccc2)c(OC)c1	-4	6	-0.6	0.0	-4	2.3	14	-8	-0.2
O=C(O)c1ccc(S(=O)(=O)NC2CCCc3ccccc32)cc1 (stereo not given)	5	-4	-2.6	1.6	-6	-4.2	34	-2	-0.1
N#Cc1ccc(N=c2ssnc2Cl)cc1	14	3	-1.8	5.5&-0.3	0	-3.0	-88	-7	11&2.4
Cc1ccc(C(=O)O)cc1NCc1ccncc1	4	-3	0.3	-0.4	2	1.0	10	-1	0.1
COc1ccccc1CNC(=O)Cn1nnnc1CN(C)C(C)C	-1	-12	-4.0	-0.8	-9	-3.0	.	-5	0.1
CC(C)NC(=O)c1ccc(COCC(F)(F)C(F)F)cc1	-1	2	1.2	0.9	-2	0.6	8	2	1.0
CCN(CC)CCNC(=O)C1CCCCN1S(=O)(=O)c1cccc([N+](=O)[O-])c1 (stereo not given)	-6	-5	-4.0	-0.4	4	-1.5	21	8	0.2
C/C(=N\NC(=O)c1ccc([N+](=O)[O-])c(C)c1)c1ccccc1Cl	-5	-7	-2.1	2.4	3	-1.5	7	3	0.0
CN(C)/C=N/S(=O)(=O)c1ccc(Cl)c(Cl)c1	0	-6	-0.2	-0.3	-4	-2.8	38	-10	0.8
Cc1c(C(=O)N2CCN(c3ccccn3)CC2)oc2c(F)cccc12	-3	1	0.6	0.1	-10	-0.7	30	-32	-1.3
c1cnc(N2CC[N+]3(CCCC3)CC2)nc1	7	11	-1.9	1.7	-4	-2.7	1	-2	0.3
O=c1[nH]c(CN2CCCCC2)nc2c1C1(CCCC1)Cc1ccccc1-2	4	3	-3.1	.	.	-3.4	.	3	.
COc1ccc(-c2nnc3ccc(SC(C(C)=O)C(C)=O)nn23)cc1OC	2	-13	-2.5	-0.6	3	1.2	106*	-10	-1.7
Cn1c(=O)c2sccc2n(Cc2cccc(Br)c2)c1=O	-7	-22	-2.2	8.0	-10	0.8	10	-13	3.3
CN(C)C(=O)CSc1nnc(Cc2ccccc2)n1Cc1ccco1	5	-18	-2.8	0.7	3	-4.0	-6	-8	-0.4
COc1ccccc1C1CCN(C(=O)c2ccc(Cl)cc2)CC1	-5	23	1.1	-1.8	-6	1.6	11	-37	-1.9
Cc1ccc(N/N=C2/CCCNC2=O)cc1	1	-1	-5.6	-0.6	0	0.5	93*	3	4.1
COc1cc(/C=C(/NC(=O)c2ccc(Cl)cc2Cl)C(=O)O)cc(OC)c1OC	2	-10	-3.0	0.5	-3	-2.9	1	-7	1.8
CCN(CC)c1cc(C)c2cc(NC(=O)CNC(C)=O)ccc2n1	0	-2	3.1	0.9	-1	-0.1	4	7	1.1

Further structures follow.
SMILES	NS3 helicase inh	GPR7 antag	IMP-1 inhibitor	V1R ag counter	GalR3 antag	VIM-2 inh	PHOSPHO1 block	DNA FID counter	OXTR ag
CCOc1ccc(CNC(=O)NS(=O)(=O)c2ccc(OC)cc2)cc1	2	-14	-4.3	-0.4	4	-2.8	-2	-7	-1.2
C=C(C)CNC(=O)CCc1nnc(C2(c3ccc(Cl)cc3)CCC2)o1	-8	5	-3.0	0.7	1	0.5	30	-43	-0.5
Cn1nnnc1SCC(=O)Nc1ccc2c(c1)OCO2	31	0	-2.2	-0.4	-6	-2.8	29	-2	0.7
O=C(O)C1CSC(c2ccccc2)N1C(=O)c1ccco1 (stereo not given)	-1	13	-1.6	5.8	-3	-1.3	27	-4	1.2
CN(NC(=O)c1ccc(Cl)cc1)c1cccc(Cl)n1	15	-4	-1.2	-0.1	-5	-2.6	20	1	-1.5
COc1cc([N+](=O)[O-])c(OC)cc1SCc1n[nH]c(=S)n1-c1ccc(C)cc1	-14	-12	-5.1	-2.1	6	-2.3	-49	-7	-2.2
O=C1C=C(NCc2ccncc2)CC(c2ccccc2)C1 (stereo not given)	-3	-11	-4.2	0.1	1	-2.4	-1	-3	0.6
Cc1ccc(OCc2nnc(SCc3nc4ccccc4[nH]3)n2Cc2ccco2)cc1	2	-2	-1.7	10	-3	-4.6	84*	-29	12
CCCNC(=O)c1ccccc1NC(=O)CN(c1ccccc1)S(=O)(=O)N(C)C	32	-20	-2.4	0.0	-3	-0.6	26	-15	0.1
CC(=O)OCCCNc1cc(Sc2ccc(C)cc2)c2nonc2c1[N+](=O)[O-]	2	-3	-2.9	0.7	4	-3.8	14	1	0.1
Cc1nnc(N/N=C/c2cccc(C(F)(F)F)c2)n1N	-1	-9	-2.7	0.5	-7	-5.2	.	-3	-0.1
Cc1ccc(C(C(=O)NC2CCCC2)N(Cc2cccs2)C(=O)CNC(=O)c2cccs2)o1 (stereo not given)	-10	-1	-2.3	0.1	-1	-2.1	-2	-32	-0.7
Cn1c(SCC(=O)c2ccc3c(c2)OCCO3)nnc1C(F)(F)F	0	-10	-0.9	1.4	-4	-2.1	12	-5	-0.3
O=C(c1cnn2ccccc12)N1CCN(C2CCCCC2)CC1	1	-9	-1.0	0.5	-4	-1.8	-5	2	0.8
COc1cc(C(C(=O)NCC2CCCO2)N(C(=O)Cn2nnc3ccccc32)c2ccc(OC)c(OC)c2)ccc1O (stereo not given)	-3	-4	-2.5	0.0	-7	-5.0	37	-23	0.8
CC(=O)[C@@H]1[C@@H]2C(=O)N(Cc3ccccc3)C(=O)[C@@H]2C2c3ccccc3C=CN21 (stereo not given in full)	18	-12	-1.8	0.3	-6	-0.8	24	-9	1.1
Cn1c(N)c(C(=O)COC(=O)C2CCCN2C(=O)c2cccs2)c(=O)n(C)c1=O (stereo not given)	-7	3	0.9	-0.1	-4	-2.0	40	-17	1.3
O=C(O)c1cc(-c2ccc(N3CCOCC3)cc2)nn1-c1ccc(F)cc1	14	-1	-0.3	0.4	-8	-2.4	13	-21	0.2
CC1(C)Cc2c(c(=S)nc(-c3ccccc3)n2CCCN2CCOCC2)CO1	-2	-7	0.5	0.8	-2	-1.4	14	-2	0.1
CN1CCN(C2=Cc3ccccc3Sc3cc(F)ccc32)CC1	-38	0	-4.3	5.9	-12	-3.3	-10	16	4.4
Cc1cc(=O)oc2c3c(cc(OCC(=O)NC(Cc4ccc(Cl)cc4)C(=O)O)c12)OC(C)(C)CC3 (stereo not given)	-25	-9	-1.6	0.0	-3	7.0	24	-5	0.4
CN1c2ccccc2C(C)(C)C12CC(CCl)=NO2 (stereo not given)	20	-11	-0.5	0.1	.	-1.8	2	-2	-0.3
CO/N=C/CC(=O)c1ccc(OC)cc1	6	-2	-0.3	-0.9	-3	2.0	45	-5	-0.9
CN1CCC2(CC1)Nc1nc(SCc3ccc(Cl)cc3)nn1C1=C2CN(C)CC1	-34	11	-0.3	0.9	-5	9.5*	9	20	1.2
CC(C)=NNc1nc2c(c(=O)n(C)c(=O)n2C)n1CCc1ccccc1	14	-4	-5.7	0.1	-3	-5.0	32	-1	-0.9

An excerpt from above in order of their number in GalR3 antag, largest number first:
mol	GalR3 antag
CC(=O)OCCCNc1cc(Sc2ccc(C)cc2)c2nonc2c1[N+](=O)[O-]	4
Cc1ccc(OCc2nnc(SCc3nc4ccccc4[nH]3)n2Cc2ccco2)cc1	-3
CN(NC(=O)c1ccc(Cl)cc1)c1cccc(Cl)n1	-5
COc1cc(C(C(=O)NCC2CCCO2)N(C(=O)Cn2nnc3ccccc32)c2ccc(OC)c(OC)c2)ccc1O (stereo not given)	-7

More entries follow:
SMILES	NS3 helicase inh	GPR7 antag	IMP-1 inhibitor	V1R ag counter	GalR3 antag	VIM-2 inh	PHOSPHO1 block	DNA FID counter	OXTR ag
COc1ccc(-c2csc(N(CC3CCCO3)C(=O)c3ccccc3)n2)cc1 (stereo not given)	6	-18	-1.6	0.5	-4	-0.1	24	1	0.5
O=C(CSc1nncs1)NCc1ccc2c(c1)OCO2	7	-19	-1.4	-0.6	-8	-1.4	-7	0	0.0
O=C(CCC(=O)N1CCN(c2ccccn2)CC1)Nc1nnc(C(F)(F)F)s1	0	-14	-2.2	-0.1	-1	-3.7	36	-13	-0.4
CCCN(CC(=O)Nc1ccc(C(C)=O)cc1)CC(=O)Nc1ccccc1C	-1	9	-3.4	1.5	-4	-3.8	8	-33	-0.1
C/C(CC(=O)N(C(C)C)C(C)C)=N\NC(=O)COc1ccc(Cl)cc1Cl	-13	-1	-4.3	0.0	-4	-4.0	6	-11	0.1
Cc1ccccc1Cn1c(=O)c2c(nc3n2CCCN3Cc2ccccc2)n(C)c1=O	-3	4	-2.6	-1.1	-3	-2.6	.	-1	0.3
Cc1csc(NC(=O)CSc2ncnc3ccccc23)n1	-1	-2	-0.9	3.4	0	-1.1	63*	-23	1.9
COc1ccc(CCn2c(C)cc3c(c2=O)C(c2ccc4c(c2)OCO4)C(C#N)=C(N)O3)cc1OC (stereo not given)	-2	-1	-0.8	-1.9	-1	0.9	16	-27	-2.3
CC1CCN(C(=O)CCCC(=O)N2CCC(C)CC2)CC1	3	-15	-2.9	-0.1	2	-0.6	30	-19	0.2
COc1ccc(C(Nc2ccc(S(=O)(=O)NCC3CCCO3)cc2)C(=O)NC(C)(C)C)cc1OC (stereo not given)	7	0	-4.3	0.8	2	-5.6	30	-28	-0.5
CC(=O)c1ccc(NC(=S)NCc2ccc(Cl)cc2Cl)cc1	-9	8	-0.9	10	0	-0.4	-103	0	16
Cn1nc(-c2ccccc2)c(CSc2ccccc2Cl)c1Cl	-7	-2	1.4	0.7	-5	-3.2	-6	-2	-0.8
Cc1ccc(NC(=O)C2Cc3ccccc3CN2C(=O)c2ccccc2)cc1Cl (stereo not given)	-6	0	-1.9	1.1	-6	-2.9	-2	-17	0.0
CC(NC(=O)C12CC3CC(CC(O)(C3)C1)C2)c1ccccc1 (stereo not given)	-3	-5	-1.5	0.8	-5	-2.6	19	-5	0.5
Cc1ccc(-n2nc3c(c2NC(=O)c2ccc4c(c2)OCO4)CS(=O)(=O)C3)cc1	4	-2	-0.6	1.7	3	-3.1	39	-28	0.8
O=C(NNC(=S)NC(=O)c1cccs1)c1cccnc1	-4	-10	-3.2	-0.9	-3	-1.5	-52	-1	-0.5

Source: PubChem
